# High-throughput results: PubChem BioAssay, NCI
# All columns: NCI-60 one-dose screen, growth in % after 48 h at 10 µM unless noted; 100 = growth as untreated, 0 = no growth, -100 = all killed.
# SR – SR leukemia cells; 8.7% of 73,000 active; AID 1794780
# MOLT-4 – MOLT-4 leukemia cells; 6.9% of 80,000 active
# MDA-MB-435 – MDA-MB-435 melanoma; 7.8% of 82,000 active; AID 1794794
# MDA-MB-468 – MDA-MB-468 breast cancer; 8.5% of 78,000 active
# K-562 – K-562 leukemia. 7.4% of 78,000 active
# MCF7 – MCF7 breast cancer. 6.3% of 82,000 active. AID 1794796
# MDA-MB-231 – MDA-MB-231 breast cancer | 5% of 81,000 active | AID 1794789
# BT-549 – BT-549 breast cancer | 4.4% of 78,000 active | AID 1794793
# The depositor's hits bear a star; x = no result given; & = joins results of further samples. How the source made its calls: active means growth percent below 10; inactive means the rest.
SMILES,SR,MOLT-4,MDA-MB-435,MDA-MB-468,K-562,MCF7,MDA-MB-231,BT-549
COC1C(=O)CCC2(CO2)C1(O)C1(C)OC1CCC(C)C (centres undefined),32,94,64,x,48,69,107,77
CC1=NN(c2cn3c(-c4ccc(C)cc4)csc3n2)C(=O)C1,73,79,84,102,81,92,79,111
O=C1CSC(c2ccccc2Cl)N1Cc1ccc2c(c1)OCO2 (centres undefined),x,95,97,90,112,x,96,108
Cc1cc(C)nc(NS(=O)(=O)c2ccc(N/C(N)=N/c3nccc(-c4cccnc4)n3)cc2)n1,94,101,106,105,100,88,93,113
Cc1ccc2nc(/C(C#N)=C(/CCCO)NCCC(=O)O)[nH]c(=O)c2c1,63,86,117,x,88,110,101,114
C=C1CC[C@@H]2[C@](C)(COC(C)=O)[C@H](OC(C)=O)CC[C@@]2(C)[C@@H]1CC(Nc1ccc(S(=O)(=O)Nc2nccs2)cc1)C1=CCOC1=O (some centres undefined),-5.8*,-4.5*,-8.3*,-60*,3.4*,-21*,5.7*,-24*
CC1=C(C)C2C(=O)OC(=O)C2CC1 (centres undefined),89,92,98,105,94,99,107,104
O[C@@H]1Cc2ccc3ccccc3c2N[C@H](c2ccoc2)C1,93,88,107,79,102,95,96,106
COc1ccc(/C=C2\C(=O)N(Cc3ccco3)SC2=S)c(OC)c1OC,88,93,83,92,96,85,83,99
CCN1CC(=O)N(/N=C2\C(=O)Nc3ccccc32)C1=S,83,98,98,73,106,84,89,88
COc1ccc(C2=Nc3c/c(=C\c4c(O)[nH]c5ccccc45)ccc3=N2)cc1,51,61,19,52,41,58,62,76
N=c1sc(Cc2ccc(F)cc2)cn1CC(=O)c1ccc(Br)cc1,82,96,89,73,62,93,97,104
COC(=O)C1C2CC3c4[nH]c5cc(OC)ccc5c4CCN3CC2CC(OC2CCCCO2)C1OC (centres undefined),89,99,101,95,95,96,97,97
Oc1ccccc1-c1nc2c3ccccc3c3ccccc3c2o1,74,95,99,83,88,62,82,103
O=C(CCn1cc(F)c(=O)[nH]c1=O)NO,101,104,98,99,92,97,105,102
Cc1ccc(CC(=O)O)c(C)c1,94,105,108,112,104,96,105,119
COc1ccc(C(=O)CSc2nc(C)c(C)n2Nc2ccccc2)cc1,83,90,95,x,88,106,89,85
ClC(Cl)c1nc(-c2cccs2)n2nc(-c3ccccc3)cc2n1,58,44,-9.2*,-56*,28,-4.4*,-27*,87
CCCCCCCCCCCCCCCCCC(=O)Nc1ccc(C)cc1NC(=O)CCCCCCCCCCCCCCCCC,99,100,111,105,93,98,96,95
CCOC(=O)C(C#N)C(C)(C)C#N (centres undefined),93,88,102,101,85,96,104,101
N#CC(C#N)N=Nc1cc(Cl)ccc1Cl,106,92,x,120,95,94,92,101
C=C1C(=O)O[C@H]2[C@H]1CC/C(COC(=O)NCc1ccc(Cn3c(=O)sn(CCI)c3=O)cc1)=C\CC[C@@]1(C)O[C@@H]21,-2.3*,-6.7*,57,-37*,0.3*,25,61,70
O=C(Oc1ccc([N+](=O)[O-])cc1)c1ccc(CBr)cc1,75,83,99,85,87,75,85,105
O=C(Nc1ncc(Cc2cccc3ccccc23)s1)c1cc(Br)cs1,29,71,43,32,37,20,87,75
O=C(C[n+]1ccccc1/C=N/O)c1ccccc1,x,109,94,95,103,91,92,104
O=C(O)c1cc(NC(=O)C(Cl)Cl)cc(N2C(=O)CSC2=S)c1,95,108,103,98,101,97,93,112
N#C/C(=C\c1cc(Cl)cc(Cl)c1O)C(/C(C#N)=C/c1cc(Cl)cc(Cl)c1O)c1ccc2c(c1)OCO2 (centres undefined),90,96,102,x,92,96,117,101
CC1(C)CC(C(=O)O)C(=O)O1 (centres undefined),103,106,107,104,99,97,115,109
COc1nc(OCCOC(=O)C(=O)c2c[nH]c3ccccc23)ccc1CNCCNC(C)=O,97,102,103,87,91,100,97,112
CC(=O)Nc1ccc(C(C)(C)c2ccccc2)cc1,74,94,97,119,78,105,102,88
CCn1cc(C(=O)N[C@H]2C(OC(C)=O)[C@@H](OC(C)=O)C(COC(C)=O)O[C@H]2OC(C)=O)c(=O)c2ccc(C)nc21 (some centres undefined),93,95,103,106,95,102,107,102
CC(C)OC(=O)NNC(=O)c1ccncc1,104,102,109,118,110,88,108,x
CCCCNC(=O)NS(=O)(=O)c1ccc(N2N=C(c3ccc(C)cc3C)CC2c2ccc(N(C)C)cc2)cc1 (centres undefined),x,48,10.0*,60,44,37,80,46
COc1ccccc1N1CCN(Cc2c[nH]c3ncnc(OC)c23)CC1,86,90,91,102,97,95,91,107
CCOC(=O)CC1CSC(c2cccc(Cl)c2)=N1 (centres undefined),92,95,112,108,93,88,105,111
CCOC(=O)CCN(Cc1ccco1)C(=O)OCC,98,104,105,93,101,91,114,120
O=C(Nc1cccc2[nH]c(C(F)(F)F)nc12)c1ccc(F)cc1,76,66,87,66,25,84,84,87
Cc1cc(C)c(C2=NO[C@H]3c4ccccc4OC[C@@H]23)c(C)c1,95,88,93,112,90,102,99,102
CCOC(=O)c1sc2ncnc(Nc3ccc(NC(=O)Nc4ccc(Cl)cc4)cc3)c2c1C,44,66,59,69,84,52,24,62
O=c1[nH][nH]c(-c2ccc(F)cc2)c1-c1nc2ccccc2s1,103,96,104,100,98,81,85,99

# Given tab-delimited: entries from further up.
compound	SR	MOLT-4	MDA-MB-435	MDA-MB-468	K-562	MCF7	MDA-MB-231	BT-549
CCCCNC(=O)NS(=O)(=O)c1ccc(N2N=C(c3ccc(C)cc3C)CC2c2ccc(N(C)C)cc2)cc1 (centres undefined)	x	48	10.0*	60	44	37	80	46
CCOC(=O)CC1CSC(c2cccc(Cl)c2)=N1 (centres undefined)	92	95	112	108	93	88	105	111

# (listing goes on)
SMILES,SR,MOLT-4,MDA-MB-435,MDA-MB-468,K-562,MCF7,MDA-MB-231,BT-549
[O-]c1on[n+]2c1Cc1ccccc1C2,x,99,110,100,112,93,103,100
CC(=O)C1CC=C(C)CC1 (centres undefined),95,92,105,110,105,100,110,110
CCC1NC(=O)C(NC(=O)c2ncccc2O)C(C)OC(=O)C(c2ccccc2)NC(=O)C2CC(=O)CCN2C(=O)C(Cc2ccc(N(C)C)cc2)N(C)C(=O)C2CCCN2C1=O (centres undefined) (tested in a mixture with another compound),52,42,57,x,38,46,59,55
COc1ccc(-c2cn(-c3ccc(-n4cc(-c5ccc(OC)cc5)[nH]c4=O)cc3)c(=O)[nH]2)cc1,161,128,95,108,121,93,98,103
CC(C)c1[nH]oc(=O)c1/C=C1\C=c2ccccc2=N1,69,94,99,98,89,x,101,121
CC(C)(C)C1CCCCC1O (centres undefined),95,98,100,99,43,95,x,92
O=C1Nc2cccc3c2N(CCC3)C2=C1CCC2,116,106,102,104,97,93,105,135
COC(=O)c1cc(-c2ccc(F)cc2)[nH]c(=O)c1C#N,x,110,110,106,107,85,x,104
CC(C)(C)n1cc(-c2ccnc(NCCNS(=O)(=O)c3cccc4ccccc34)c2)c(-c2cccc(O)c2)n1,30,53,79,46,15,49,82,60
COC(=O)C1CCC(=O)N1C(=O)NC1CCCCC1 (centres undefined),100,102,105,115,96,90,99,64
COc1ccc(/C=C/C(C)=O)cc1,101&114,97&112,95&110,66&111,106&119,92&101,85&136,104
N#CCNC(=O)c1ccc(-c2nc3ccc4[nH]ncc4c3c3c2CCCC3)cc1,42,92,73,x,17,85,71,76
CCOc1ccc(C(=O)Nc2sc3c(c2C(N)=O)CCC3)cc1,84,101,122,x,84,87,101,72
CC(C)OC(=O)C1OC1(C)c1ccccc1 (centres undefined),89,90,105,106,103,100,112,126
COC(=O)[C@]12CCC(C)(C)C[C@H]1C1=CC[C@@H]3[C@@]4(C)/C(=C/c5ccco5)C(=O)/C(=C\c5ccco5)C(C)(C)[C@@H]4CC[C@@]3(C)[C@]1(C)CC2,x,93,102,98,96,91,110,104
CC(=O)c1ccc(NC(=O)COc2ccc(C3SCC(=O)N3c3ccc(C)cc3)cc2)cc1 (centres undefined),83,96,104,94,91,98,93,98
CCSc1nc(Cl)c(C#N)c(-c2cccc(Br)c2)n1,28,74,103,109,83,100,115,105
CCN(CC)CC(=O)Nc1ccc2ncnc(Nc3ccc(Oc4cccc(F)c4)c(Cl)c3)c2c1,2.5*,42,75,14,2.1*,53,49,79
O=c1cc(-c2ccccc2)nc(SCc2nc3cc(Cl)c(Cl)cc3[nH]2)[nH]1,6.6*,96,105,116,89,92,102,108
Cc1nc2sc(C(=O)Nc3cccc4ccccc34)c(N)c2cc1C(C)O (centres undefined),12,13,-34*,25,8.2*,18,33,26
CCOC(=O)C(=CNc1ccc(-c2cn3c(n2)sc2cc(Oc4ccnc(C(=O)NC)c4)ccc23)cc1)C(=O)OCC,90,100,99,82,112,92,102,104
Nc1ccn(C2OC(CCl)C(O)C2O)c(=O)n1 (centres undefined),94,50,88,98,68,52,93,101
CCN1C(=S)N(CC)C2Nn3c(s/c(=C4\C(=O)N(C)c5ccccc54)c3=O)=NC21 (centres undefined),23,62,-43*,12,13,30,42,75
C=C(Cl)C(O)CO (centres undefined),100,103,109,97,132,101,112,117
CN1C(=O)N(C)C2NC(=[N+]3CCOCC3)NC21 (centres undefined),89,91,100,94,96,93,105,98
O=C1CSC(=S)N1/N=C/c1ccccc1O,102,100,107,103,105,101,94,97
COc1cc(C(=O)/C=C/c2c(C(F)(F)F)nc3sccn23)cc(OC)c1OC,x,0.9*,13,-53*,-16*,6.8*,29,-14*
CC1(C)OC(=O)C(=NNc2cccc3c2C(=O)c2ccccc2C3=O)C(=O)O1,88,101,97,81,92,66,86,91
Cc1ccc(C2CC(c3cccc(Nc4ccncc4)c3)=Nc3c(N)nc(N)nc3N2)cc1 (centres undefined),-4.2*,33,22,60,21,38,66,114
COc1ccccc1N1CCN(C(=O)CCCl)CC1,95,98,108,96,99,98,110,105
OCC1CCN(c2ccc3nnc(Cl)n3n2)CC1,99,110,96,87,103,89,105,105
Clc1ncnc2nc[nH]c12,102,100,106,108,90,95,99,101
CCOc1cc2c(cc1OCC)C(c1cc(Cl)c(O)c(OCC)c1)NCC2 (centres undefined),88,90,106,100,92,97,99,103
CCCCCCC(C)NCCOC(=O)c1ccc([N+](=O)[O-])cc1 (centres undefined),133,131,95,x,105,96,109,88
Nc1cccc(I)c1,94,101,104,100,101,95,111,87
C=CCNC(=S)NCCO,50,77,102,108,102,99,122,108
Cc1cc2ccccc2c(Br)c1C,96,97,103,108,112,99,107,102
CCN1C(=O)/C(=c2\sc3n(c2=O)C2C(NN=3)N(CC)C(=S)N2CC)c2ccccc21 (centres undefined),92,103,88,104,98,83,96,99
COC(=O)[C@H](Cc1c[nH]c2ccccc12)NC(=O)[C@H](C)NCc1cccnc1,106,106,99,107,90,88,82,100
Cc1nn(-c2ccccc2)c2c1oc(=O)c1cc(Cl)ccc12,x,134,106,99,106,93,94,91
C=CCn1c(SCC(=O)Nc2ccc(C(=O)/C=C/c3cc(OC)c(OC)c(OC)c3)cc2)nnc1-c1cc(-c2ccc(S(C)(=O)=O)cc2)nc2ccccc12,14,56,89,89,50,51,78,79
NC(N)=Nc1nc2ccccc2o1,x,95,122,106,104,97,103,90
CN(C)Cc1cc(C(C)(C)C)cc(C2CCCCC2)c1O,105,110,98,99,108,100,116,105
O=C(/C=C/Nc1ccc(S(=O)(=O)O)cc1)c1ccc(Cl)cc1,94,107,104,100,106,99,107,107
CN(C)CCCOc1c(Br)cc(/C=C/C(=O)N(C)CCc2cc(Br)c(OCCCN(C)C)c(Br)c2)cc1Br,-34*,-1.1*,20,91,-49*,32,24,76
Cc1ccc(-c2c3c(nc4nc(C)[nH]c(=O)c24)C(C)CCC3)cc1 (centres undefined),53,77,120,103,89,106,81,179
CCOC(CN1CCOCC1)OCC,107,109,114,113,96,91,110,102
Nc1ncc(-c2ccc(NS(=O)(=O)c3ccc(F)cc3)cc2)[nH]1,98,82,107,83,105,88,105,122
CCN(CC)CC(c1ccccc1)C(O)(c1ccccc1)c1ccccc1 (centres undefined),x,92,97,105,99,105,96,114
O=C1CN2NC(=O)c3ccccc3N=C2N1,102,110,97,114,101,92,110,100
O=C(Nc1cccc(F)c1)c1cc(=O)[nH]c2cc(Br)ccc12,22,46,-22*,55,21,18,72,x

# Compounds above that have an aryl methoxy group (eleven):
SMILES,SR,MOLT-4,MDA-MB-435,MDA-MB-468,K-562,MCF7,MDA-MB-231,BT-549
COc1ccc(/C=C2\C(=O)N(Cc3ccco3)SC2=S)c(OC)c1OC,88,93,83,92,96,85,83,99
COc1ccc(C2=Nc3c/c(=C\c4c(O)[nH]c5ccccc45)ccc3=N2)cc1,51,61,19,52,41,58,62,76
COC(=O)C1C2CC3c4[nH]c5cc(OC)ccc5c4CCN3CC2CC(OC2CCCCO2)C1OC (centres undefined),89,99,101,95,95,96,97,97
COc1ccc(C(=O)CSc2nc(C)c(C)n2Nc2ccccc2)cc1,83,90,95,x,88,106,89,85
COc1nc(OCCOC(=O)C(=O)c2c[nH]c3ccccc23)ccc1CNCCNC(C)=O,97,102,103,87,91,100,97,112
COc1ccccc1N1CCN(Cc2c[nH]c3ncnc(OC)c23)CC1,86,90,91,102,97,95,91,107
COc1ccc(-c2cn(-c3ccc(-n4cc(-c5ccc(OC)cc5)[nH]c4=O)cc3)c(=O)[nH]2)cc1,161,128,95,108,121,93,98,103
COc1ccc(/C=C/C(C)=O)cc1,101&114,97&112,95&110,66&111,106&119,92&101,85&136,104
COc1cc(C(=O)/C=C/c2c(C(F)(F)F)nc3sccn23)cc(OC)c1OC,x,0.9*,13,-53*,-16*,6.8*,29,-14*
COc1ccccc1N1CCN(C(=O)CCCl)CC1,95,98,108,96,99,98,110,105
C=CCn1c(SCC(=O)Nc2ccc(C(=O)/C=C/c3cc(OC)c(OC)c(OC)c3)cc2)nnc1-c1cc(-c2ccc(S(C)(=O)=O)cc2)nc2ccccc12,14,56,89,89,50,51,78,79

# Outcome played no part in choosing rows; any-hit rate near 15%.
